Compound activity from PubChem BioAssay.
mHtt clearance: mutant huntingtin protein clearance. HeLa Exon1htt(103Q)mCFP, aggregate imaging; zero = plate's median compound well. inhibition, % at 1.5 µM. actives 0.42% (n = 47,000);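 active = inhibition of aggregate fluorescence above about 70%, also judged a hit by eye on the cell image, limit read from the data, passing the limit was not always enough; inconclusive = no rule stated for this call; inactive = not judged a hit on image review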;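 also: cells exposed to compound for three days before fixation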
mHtt clearance grain fraction: second read-out of mHtt clearance, no call of its own (marks repeat the call); fraction fluorescence in grains; measured here: aggregate grain fluorescence fraction; active compounds read low;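 scaled fraction of total cell fluorescence in grains with unit not stated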
* hit, by the source's call; ? = inconclusive; · = no result given. Not all compounds are listed; the hit share may differ from the screen's.

Sample of the layout, seven compounds:
SMILES	mHtt clearance	mHtt clearance grain fraction
O=C1C(c2ccccc2)=C(N2CC2)c2ccccc21	-20	50
Cc1nc2ccccc2c(=O)n1-c1cccnc1	-20	45
CCC/C(=N\O)c1c[nH]c2ccccc12	42	25
COc1cc(CC2C(=O)N(C)C(=O)N(C)C2=O)ccc1OCc1ccccc1	42	20
CCN1CCN(Cc2cc(Br)cc(Br)c2O)CC1	1	19
O=C(CCCCCn1c(=S)[nH]c2ccccc2c1=O)N1CCC2(CC1)OCCO2	37	23
Cc1nc2cc(-c3ccc(Cl)cc3)nn2c(C)c1CCC(=O)N1CCC2(CC1)OCCO2	-96	87

All compounds of this part, repeating the preview:
SMILES	mHtt clearance	mHtt clearance grain fraction
O=C1C(c2ccccc2)=C(N2CC2)c2ccccc21	-20	50
Cc1nc2ccccc2c(=O)n1-c1cccnc1	-20	45
CCC/C(=N\O)c1c[nH]c2ccccc12	42	25
COc1cc(CC2C(=O)N(C)C(=O)N(C)C2=O)ccc1OCc1ccccc1	42	20
CCN1CCN(Cc2cc(Br)cc(Br)c2O)CC1	1	19
O=C(CCCCCn1c(=S)[nH]c2ccccc2c1=O)N1CCC2(CC1)OCCO2	37	23
Cc1nc2cc(-c3ccc(Cl)cc3)nn2c(C)c1CCC(=O)N1CCC2(CC1)OCCO2	-96	87
CC[N+](C)(CC)CCCOC(=O)C(O)(c1ccccc1)C1CCCCC1 (configuration not stated)	10	18
Cc1ccc(CS(=O)(=O)Cc2ccc(C(=O)N3CCC4(CC3)OCCO4)o2)cc1	-11	23
Cc1cccnc1NC1=NCC(C)S1 (configuration not stated)	-21	26
CCC(=NCc1cccnc1)c1c(O)n(Cc2ccccc2)c(=O)[nH]c1=O	-37	29
CC1OC(NCCc2ccccc2)C(O)C(O)C1O (configuration not stated)	19	36
CC12CN3CCN(CC(C3)C1O)C2 (configuration not stated)	-13	40
CN1CCC(O)(c2ccccc2)C2CCCC21 (configuration not stated)	11	16
Oc1ccc(CC2CC3CCN2CC3)cc1O (configuration not stated)	-12	44
Cc1nc2cc(C(F)(F)F)ccc2n1C1CCN(Cc2nnnn2Cc2ccc3c(c2)OCO3)CC1	13	30
COc1cc(C2NCc3ccccc3-n3cccc32)ccc1O (configuration not stated)	37	29
O=c1[nH]c(=O)n(Cc2ccc(F)cc2)c(O)c1C=NCCN1CCCCC1	-11	23
CC(=NCCCN1CCOCC1)c1c(O)n(Cc2ccccc2)c(=O)[nH]c1=O	-7	20
CCC12CN3CCN(CC(C3)C1O)C2 (configuration not stated)	-24	25
O=C(COc1ccc(Cl)cc1)N1CCN(Cc2ccccc2)CC1	-12	50
O=C1CC(N2CC=C(c3ccc(F)cc3)CC2)C(=O)N1c1ccc(F)cc1 (configuration not stated)	-17	51
Cc1nn(Cc2ccccc2)c(C)c1C(=O)OCC(=O)Nc1ccccc1SCC#N	-118	46
OC1(c2ccc(F)cc2)CCNC1 (configuration not stated)	-34	49
O=c1c2ccccc2nc(-c2ccccc2)n1-c1ccncc1	-16	44
CCOC(=O)C1=C(N)Oc2c(c(=O)oc3ccccc23)C12C(=O)N(C)c1ccccc12 (configuration not stated)	59	15
Cn1ccnc1P(=S)(c1nccn1C)N1CCOCC1	-8	31
CCCCCCn1c(O)c(C=NCCCn2ccnc2)c(=O)[nH]c1=O	8	18
CC1CCC(C(C)C)C(OP(N)(=O)c2ccccc2)C1 (configuration not stated)	2	39
Cc1ccc2nc3c(cc2c1)CC1(C(=O)N(C)C(=O)N(C)C1=O)C1COCCN31 (configuration not stated)	26	25
Cc1oc(-c2ccc(Cl)cc2)nc1CS(=O)CC(=O)N1CCC2(CC1)OCCO2 (configuration not stated)	0	37
CSc1ccc(CNC2CN3CCC2CC3)cc1 (configuration not stated)	32	26
Cc1cccc(N2C(=O)CC(=O)NC2=O)c1	0	20
O=C1OCCN1P(=O)(c1ccccc1)c1ccccc1	35	22
CCOc1ccccc1-n1c(O)c(C=NCCCN(CC)CC)c(=O)[nH]c1=O	-2	37
O=S(=O)(c1ccccc1)N1CN2CCN(C2)C1	-4	42
Cc1ccc(Cn2nnnc2CN2CCC(n3nnc4cc(C(F)(F)F)ccc43)CC2)cc1	-55	34
CCC(=NCC1CCCO1)c1c(O)n(-c2ccc(Cl)cc2)c(=O)[nH]c1=O (configuration not stated)	11	35
O=C(C1CCCN(c2nnc(-n3cccc3)s2)C1)N1CCC2(CC1)OCCO2 (configuration not stated)	12	17
CC(=O)c1cccc(NC2=NCC(C)S2)c1 (configuration not stated)	-22	64

Ordered by heavy-atom count (low to high): part of the list above.
SMILES	mHtt clearance	mHtt clearance grain fraction
O=S(=O)(c1ccccc1)N1CN2CCN(C2)C1	-4	42
Cn1ccnc1P(=S)(c1nccn1C)N1CCOCC1	-8	31
CCCCCCn1c(O)c(C=NCCCn2ccnc2)c(=O)[nH]c1=O	8	18
Cc1oc(-c2ccc(Cl)cc2)nc1CS(=O)CC(=O)N1CCC2(CC1)OCCO2 (configuration not stated)	0	37
CCOC(=O)C1=C(N)Oc2c(c(=O)oc3ccccc23)C12C(=O)N(C)c1ccccc12 (configuration not stated)	59	15

(next part)
SMILES	mHtt clearance	mHtt clearance grain fraction
OC(c1ccccc1)(c1ccccc1)C1CCCN1 (configuration not stated)	27	16
CCOc1cc(-c2nc3c(C)cccn3c2NCC2CCCO2)ccc1O (configuration not stated)	3	32
O=C(CCCOc1ccc(Cl)cc1Cl)N1CCC2(CC1)OCCO2	-32	24
CCOc1ccc(Br)c(C2(O)CC(C)N(C)CC2C)c1 (configuration not stated)	31	27
O=c1[nH]c(=O)n(Cc2ccco2)c(O)c1C=NC1CC1	16	31
N#Cc1ccc(N2CCNCC2)c(F)c1	-2	40
c1cncc(C2CCCCN2Cc2ccc3c(c2)OCO3)c1 (configuration not stated)	-20	52
CCC(=Nc1ccc(OC)cc1OC)c1c(O)n(C2CCCCC2)c(=O)[nH]c1=O	-28	45
CC(C(=O)N1CCC2(CC1)OCCO2)C1Sc2ccccc2NC1=O (configuration not stated)	-50	31
O=c1[nH]c(=O)n(-c2cccc(Cl)c2)c(O)c1C=NCCN1CCCCC1	12	30
COCC(C)OC(=O)c1c(N)n(Cc2ccco2)c2nc3ccccc3nc12 (configuration not stated)	-49	65
Cc1n[nH]c(C)c1CCN	-99	81
CNCCc1c(C)n[nH]c1C	21	15
CCCSc1nc(O)c(CC)c(=O)n1C(C)CC (configuration not stated)	-5	20
COc1ccc(Cl)cc1NC1=NCC(C)S1 (configuration not stated)	50	9.4
O=P1(Nc2cccnc2)COc2ccccc2OC1	4	42
CN1C(=O)C(Cc2cccc3ccccc23)C(=O)N(C)C1=O	?	·
CN1C(=O)N(C)C(=O)C2(Cc3ccccc3N3CCOCC32)C1=O (configuration not stated)	3	19
O=C(c1cc(-c2ccccc2)nc2ccccc12)N1CCC2(CC1)OCCO2	7	20
CC(=O)OC1N=C(c2ccccc2)c2cc(C)ccc2NC1=O (configuration not stated)	-6	45
CON(C)C(=O)Nc1ccc(Cl)cc1	-2	19
CCc1nc2ccccc2c(=O)n1-c1ccc2ccccc2c1	44	21
COc1ccc(C2NCc3ccccc3-n3cccc32)cc1 (configuration not stated)	20	30
CCC(=O)OC1(c2cccc(C)c2)CC(C)N(C)CC1C (configuration not stated)	-276	147
O=C(c1cccn2c(=O)c3cc(Cl)ccc3nc12)N1CCC2(CC1)OCCO2	34	28
Nc1c(C(=O)OC2CCCCC2)c2nc3ccccc3nc2n1CC1CCCO1 (configuration not stated)	7	19
CCCNC(=O)N1C2CCC1CC(O)(c1cccnc1)C2 (configuration not stated)	14	36
O=C(Cc1ccccc1)OC(COCc1ccccc1)CN1CCOCC1 (configuration not stated)	-34	25
O=C(CN1CCOCC1)c1ccc2cc[nH]c2c1	4	31
CC(C)(C)P(=O)(c1ccncc1)N1CCCC1 (configuration not stated)	-102	41
O=C(c1cc(-c2cccnc2)nc2ccccc12)N1CCC2(CC1)OCCO2	-9	39
CC(=O)Nc1ccccc1C(=O)OCc1ccc(C(=O)c2ccccc2)cc1	-31	29
Nc1ccc2c(c1)oc1ccccc12	-19	35
NC1CCCCC1N=Cc1c(O)n(Cc2ccc(F)cc2)c(=O)[nH]c1=O (configuration not stated)	-62	60
CC1=C(C(=O)Nc2ccccc2)SCCO1	12	17
O=c1[nH]c(=O)n(Cc2ccccc2)c(O)c1C=Nc1ccc(CN2CCOCC2)cc1	-45	31
CC1CCCCN1CC(=O)c1ccc2cc[nH]c2c1 (configuration not stated)	39	21
CCCCN1C(=O)NC(=O)C2(Cc3ccccc3N3CCOCC32)C1=O (configuration not stated)	27	14
CCCC(=O)C1C(=O)NC(=O)NC1=O	-68	35
COc1cccc(CNC2CN3CCC2CC3)c1OC (configuration not stated)	-28	39

In a second layout: 3 of the compounds above
> O=c1c2ccccc2nc(-c2ccccc2)n1-c1ccncc1
  mHtt clearance: -16
  mHtt clearance grain fraction: 44

> CCOC(=O)C1=C(N)Oc2c(c(=O)oc3ccccc23)C12C(=O)N(C)c1ccccc12 (configuration not stated)
  mHtt clearance: 59
  mHtt clearance grain fraction: 15

> Cn1ccnc1P(=S)(c1nccn1C)N1CCOCC1
  mHtt clearance: -8
  mHtt clearance grain fraction: 31

(more compounds)
SMILES	mHtt clearance	mHtt clearance grain fraction
Cc1ccc2nsnc2c1-n1c(C)nc2ccccc2c1=O	-2	21
O=P1(Nc2ccc(F)cc2)COc2ccccc2OC1	-14	49
Cc1nn(-c2ccccc2)c2c1C(c1ccc3c(c1)OCO3)SCC(=O)N2 (configuration not stated)	32	16
O=C(Nc1cccc(OC(=O)N2CCCCC2)c1)N1CCCCC1	-18	46
COc1cc2[nH]c(=O)n(-c3cccc(Cl)c3)c(=O)c2cc1OC	36	11
Cn1c(O)c(C=Nc2ccc(Cl)cc2)c(=O)n(C)c1=O	19	33
c1ccc2c(CN3CCCCCCC3)c[nH]c2c1	20	23
Cc1ccc(N2C(=O)CC(=O)NC2=O)cc1	41	11
O=c1c2ccccc2nc(-c2ccccc2)n1-n1cccc1	2	20
CC(=O)N(C1=NCCCS1)c1ccccc1F	-44	49
CCCCn1c(O)c(C(CC)=Nc2ccc(C(=O)O)cc2)c(=O)[nH]c1=O	0	21
Cc1ccc2c(c1)CC1(CN2C)C(=O)NC(=O)N(CCc2ccccc2)C1=O (configuration not stated)	34	18
O=C(c1cc2cc3ccc(Cl)cc3nc2o1)N1CCC2(CC1)OCCO2	36	13
Cc1ccc2nc(N3CCC(C(=O)N4CCC5(CC4)OCCO5)CC3)sc2c1	9	36
CCC(C)OC(=O)c1c(N)n(Cc2cccs2)c2nc3ccccc3nc12 (configuration not stated)	-5	21
Cc1ccc(S(=O)(=O)N2CCCC(C(=O)N3CCC4(CC3)OCCO4)C2)cc1 (configuration not stated)	-37	50
Clc1cccc(C2NCCc3[nH]cnc32)c1 (configuration not stated)	13	33
CCCCn1c(NC(=O)c2ccco2)c(C(=O)OCC)c2nc3ccccc3nc21	-36	41
C=C1N2CCC(CC2)C1(O)c1ccccc1C (configuration not stated)	42	18
CCN1CCC(O)(c2ccccc2)C(C(=O)c2ccccc2)C1 (configuration not stated)	87*	2.5*
